Assay outcomes (PubChem)
HRas wt GTP: modulators of GTP binding to HRas wildtype, primary screen, biochemical, bead-based flow cytometry, multiplex; GTPase HRas (Homo sapiens), P01112; GST-Ras wt beads, Bodipy-FL-GTP binding; actives lie on both sides; GTP binding activity, % at 10 µM; hit rate 0.14% among 190,000; AID 759, 2007;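 active means GTP binding activity at least 20% away from the 100% baseline, either lowered as inhibitor or raised as activator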;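 further: 0% = unlabeled GTP competition control and 100% = no-compound control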
Target sequence (P01112 whole entry, looked up): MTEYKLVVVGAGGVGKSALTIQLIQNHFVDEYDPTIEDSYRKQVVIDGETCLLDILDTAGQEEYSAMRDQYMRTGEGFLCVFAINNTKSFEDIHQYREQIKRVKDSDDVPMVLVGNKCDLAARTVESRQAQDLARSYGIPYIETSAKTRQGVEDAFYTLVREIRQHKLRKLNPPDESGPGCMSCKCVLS
Rab2A wt mod: modulators of GTP binding to Rab2A wildtype, primary screen, biochemical, dog, bead-based flow cytometry, multiplex; Ras-related protein Rab-2A (Canis lupus familiaris), P61105; GST-Rab2 wt beads, Bodipy-GTP binding; GTP binding activity, % at 10 µM; hit rate 0.19% among 190,000;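 active means GTP binding activity at least 20 points away from 100%, either lowered or raised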;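 further: 0% = beads with excess unlabeled GTP and 100% = no-compound control corrected for plate trend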
Rac1 wt modul: wildtype Rac1 GTP binding modulators, primary screen, biochemical, GST-Rac1 beads, flow cytometry, multiplex; fluorescent GTP binding; actives lie on both sides; 0 = cold GTP competed, 100 = untreated; GTP binding activity (% of control), % at 10 µM; hit rate 0.27% among 190,000;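 active means GTP binding activity at least 20 points away from the 100% control level, either lower or higher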
Avidin bead fluor: green autofluorescence of compounds with avidin beads – biophysical, 488/530 nm, flow cytometry, artefact control, profiling panel | compound fluorescence 488/530 nm; hits give high values | fluorescence (KMESF) at 10 µM | hit rate 0.38% among 220,000; in the data active means fluorescence above about 47; further: inactives centre near 10
Mcl1 Noxa PPI: Mcl-1/Noxa binding inhibitors, primary screen, biochemical, TR-FRET, 1536-well; Induced myeloid leukemia cell differentiation protein Mcl-1 (Homo sapiens), Q07820; TR-FRET Mcl-1/Noxa peptide binding, 2 h; inhibition, % at 21.7 µM; hit rate 1.5% among 220,000;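 active means compounds that cut the protein-peptide binding signal by more than 50% relative to plate controls in a single-dose test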;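 further: His-tagged Mcl-1 with rhodamine Noxa BH3 peptide and terbium anti-His antibody; 0% = Mcl-1 plus Noxa peptide wells and 100% = peptide-only wells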
Target sequence (Q07820 whole entry, looked up): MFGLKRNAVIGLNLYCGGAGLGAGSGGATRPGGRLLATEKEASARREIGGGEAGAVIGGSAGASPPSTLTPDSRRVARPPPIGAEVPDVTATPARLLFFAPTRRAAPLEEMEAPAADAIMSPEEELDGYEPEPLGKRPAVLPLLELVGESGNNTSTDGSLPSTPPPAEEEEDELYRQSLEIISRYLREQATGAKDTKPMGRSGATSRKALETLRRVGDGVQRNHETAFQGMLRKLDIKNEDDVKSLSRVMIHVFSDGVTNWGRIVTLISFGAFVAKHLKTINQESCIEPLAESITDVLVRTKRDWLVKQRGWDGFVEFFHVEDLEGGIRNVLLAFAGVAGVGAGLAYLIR
Rab7 wt modul: modulators of GTP binding to Rab7, primary screen, biochemical, wildtype, multiplex bead flow cytometry; Rab7 GTPase wild type (dog), Bodipy-FL-GTP binding; GST-Rab7 beads, fluorescent GTP binding; actives lie on both sides; untreated = 100%, excess cold GTP = 0%; GTP binding activity (percent of control), % at 10 µM; hit rate 0.055% among 190,000;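 active means fluorescent GTP binding to Rab7 beads changed by at least 20 points from the 100% baseline, either direction, mostly lower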;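 further: median green fluorescence of bound Bodipy-FL-GTP per Rab7 bead population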
Cdc42 wt: modulators of GTP binding to wildtype Cdc42, primary screen, biochemical, multiplex bead flow cytometry, Bodipy-GTP. GST-Cdc42 beads; actives lie on both sides. percent activity (GTP binding), % at 10 µM. hit rate 0.2% among 190,000. Cell division control protein 42 homolog (Homo sapiens), P60953;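 active means percent activity GTP binding at least 20 points away from the 100% baseline, either down as inhibitor or up as activator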;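 further: median bead fluorescence of bound Bodipy-FL-GTP at 100 nM; 0% = excess unlabeled GTP control and 100% = no compound control; below 100% means less GTP binding so inhibitor and above means activator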
Target sequence (P60953 whole entry, looked up): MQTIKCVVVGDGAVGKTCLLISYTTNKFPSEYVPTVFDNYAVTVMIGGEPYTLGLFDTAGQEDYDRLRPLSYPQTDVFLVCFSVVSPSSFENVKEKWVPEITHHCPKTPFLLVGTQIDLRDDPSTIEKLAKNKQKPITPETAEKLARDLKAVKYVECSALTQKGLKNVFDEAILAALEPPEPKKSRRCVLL
Pf gamet viab: late stage P. falciparum gametocyte viability inhibitors, primary screen, ATP luminescence, HTS; P. falciparum stage V gametocytes, 24 h; inhibition, % at 10.9 µM; hit rate 0.065% among 150,000;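 active means inhibition above the mean plus 3 SD of compounds within the control limits, set per campaign, cut at about 38% in these data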;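 further: 0% = DMSO wells and 100% = medium only without gametocytes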
Mcl1 Bid PPI: Mcl-1/Bid binding inhibitors, primary screen, biochemical, TR-FRET, 1536-well; AID 1021, 2008; inhibition, % at 21.7 µM; Induced myeloid leukemia cell differentiation protein Mcl-1 (Homo sapiens), Q07820; hit rate 0.97% among 220,000; TR-FRET Mcl-1/Bid-Dy647 peptide binding;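 active means compounds that cut the binding signal by more than half at the single screening dose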;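 further: His-tagged Mcl-1 with europium anti-His antibody binding Bid BH3 peptide; 0% = Mcl-1 plus peptide wells and 100% = peptide-only wells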
Rac1 mut GTP: GTP binding modulators of activated mutant Rac1, primary screen, biochemical, bead-based flow cytometry, multiplex, fluorescent GTP; Ras-related C3 botulinum toxin substrate 1 (Homo sapiens), P63000; GST-Rac1 activated beads; actives lie on both sides; 100% means binding = to untreated wells; percent activity (GTP binding), % at 10 µM; hit rate 0.11% among 190,000; AID 764, 2007;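 active means GTP binding at least 20 percentage points away from the 100% baseline, in either direction, so actives lie on both sides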
Bim-Mcl-1: inhibitors of Bim peptide binding to Mcl-1, primary screen, biochemical, bead-based flow cytometry, multiplex; hit rate 0.1% among 190,000; Bim peptide-Mcl-1 binding; inhibition, % at 10 µM; Induced myeloid leukemia cell differentiation protein Mcl-1 (Homo sapiens), Q07820; in the data active means inhibition above about 40%;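 further: 0% = no compound tracer wells and 100% = peptide blocker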
Active calls of the source: *; . = not tested or not shown. No enrichment for hits; about 2.7% have a hit in one of these screens.

Below each SMILES – HRas wt GTP	Rab2A wt mod	Rac1 wt modul	Avidin bead fluor	Mcl1 Noxa PPI	Rab7 wt modul	Cdc42 wt	Pf gamet viab	Mcl1 Bid PPI	Rac1 mut GTP	Bim-Mcl-1
> COc1ccc(Cl)cc1NC(=O)CN1CCC(n2nnc3cc(F)ccc32)CC1
→ 98	98	100	17	-4	96	99	7	15	98	0
> CCOC(=O)c1ccc(NC(=O)C(=O)NCc2ccc(/C=C(/C#N)C(=O)NCCOC)o2)cc1
→ 95	97	96	25	7	96	98	-8	-7	95	-3
> CS(=O)(=O)N(CC(=O)N1CCN(c2ccccc2)CC1)c1cccc(Br)c1
→ 98	97	97	38	27	95	99	.	-28	97	-3
> Cc1c(NC(=O)C(C)OC(=O)/C=C/c2ccco2)c(=O)n(-c2ccccc2)n1C (configuration not stated)
→ 97	96	101	11	-6	106	96	21	-22	93	0
> CCC(C)C(=O)NCCc1ccc(S(N)(=O)=O)cc1 (configuration not stated)
→ 100	99	100	5	-4	96	101	-1	-3	99	-1
> Cc1cc(NS(=O)(=O)c2ccc(NC(=O)c3oc4ccccc4c3C)cc2)no1
→ 97	96	97	5	-5	96	96	-6	12	94	0
> CC1(C)CC(=O)C(C2=NC3(CCCCC3)Cc3ccccc32)=C(O)C1
→ 98	98	99	13	-2	97	99	.	-3	97	2
> COc1ccc(C2C(C(=O)c3ccco3)=C(O)C(=O)N2CCOCCO)cc1OC (configuration not stated)
→ 98	97	98	8	-2	96	101	.	-92	94	0
> COC(=O)C1CCN(C(=O)CSc2nc3ccc(OC)cc3[nH]2)CC1
→ 95	96	98	19	10	105	94	-5	-4	94	-3
> CCOC(=O)c1cc2nc(-c3ccco3)cc(C(F)(F)F)n2n1
→ 102	100	101	35	-2	103	100	.	-4	98	-3
> CC(NC(=O)C(CC(=O)OC(C)(C)C)NC(=O)OC(C)(C)C)C(N)=O (configuration not stated)
→ 99	102	107	17	-19	99	103	5	6	99	-5
> CCCCCCc1cc2cc(C(=O)Nc3ccc(OC)cc3)c(=O)oc2cc1O
→ 104	102	106	13	8	100	105	10	43	101	-6
> CSCCC1(C(=O)O)NC(c2ccccc2O)C2C(=O)N(C(C)C)C(=O)C21 (configuration not stated)
→ 96	98	96	6	19	95	98	.	-16	97	2
> Cc1ccc(C)n1-n1cnc2sc(-c3ccccc3)cc2c1=O
→ 96	97	96	16	6	94	98	.	-41	96	1
> O=C(NNS(=O)(=O)c1ccccc1)c1cc2cc3ccccc3nc2s1
→ 97	96	100	29	5	99	95	.	-10	95	4
> CCc1ccc2[nH]c(=O)c(CN(Cc3ccccc3OC)C(=O)Nc3ccccc3OC)cc2c1
→ 101	101	105	7	-6	103	101	-28	6	99	-4
> O=C(O)CN1C(=O)/C(=C/c2ccsc2)SC1=S
→ 94	93	91	6	2	100	90	13	-32	89	-2
> Cc1cc(-n2c(C)cc(C(=O)COC(=O)CN=C3NS(=O)(=O)c4ccccc43)c2C)no1
→ 96	96	95	18	-11	96	98	7	-41	94	-1
> COc1ccc2c(c1)C(=O)N(c1ccc(C)cc1C)C(=O)C2
→ 102	103	108	3	2	108	101	11	-90	100	-4
> O=C(CCCOc1ccc(Cl)cc1)NCC1CCCO1 (configuration not stated)
→ 100	99	101	11	8	95	100	5	-16	100	0
> CN(CCNC(=O)C1CCN(S(=O)(=O)N2CCOCC2)CC1)CCc1ccccc1
→ 104	104	106	32	3	106	107	.	1	101	0
> CC1CC(C)CN(CCCOc2ccccc2[N+](=O)[O-])C1 (configuration not stated)
→ 97	97	99	5	14	100	99	5	30	97	-3
> COC(=O)c1c(NC(=O)C2COc3ccccc3O2)sc2c1CCN(Cc1ccccc1)C2 (configuration not stated)
→ 97	94	101	12	-4	97	99	-9	-1	94	-5
> CCCNc1nc(Nc2ccc(C)cc2)nc(N2CCCC2)n1
→ 101	101	105	22	18	100	102	.	18	99	-9
> COc1cc(NC(=O)COC(=O)CSc2cc(C)ccc2C)c(C)cc1[N+](=O)[O-]
→ 98	96	101	10	28	96	101	.	21	98	-3
> O=[N+]([O-])c1cc(S(=O)(=O)/N=C(/c2ccccc2)N2CCOCC2)ccc1Cl
→ 99	99	103	10	-5	99	99	.	-2	97	-2
> CC(C)CN(C(=O)COC(=O)Cc1c[nH]c2ccccc12)C1CCS(=O)(=O)C1 (configuration not stated)
→ 105	105	104	9	0	104	107	-38	-18	97	-3
> Cc1oc(CSCC2CCCO2)cc1C(=O)O (configuration not stated)
→ 101	100	102	11	5	99	99	.	-28	98	1
> Nc1nnc(SCCOc2cccc(Br)c2)s1
→ 100	102	99	10	9	95	101	-12	-14	98	-6
> CCOC(=O)c1c(-c2ccccc2)oc2ccc(OC(C)=O)cc12
→ 102	100	107	27	4	104	102	3	-22	98	-4
> COc1ccc(-c2nn(C)c(=O)c3ccccc23)cc1NS(C)(=O)=O
→ 105	103	107	12	9	109	107	.	-5	98	-2
> CSc1nc(-c2ccccc2)cc(C(F)(F)F)c1C#N
→ 96	96	98	6	-6	94	95	-5	-1	96	-5
> CCOC(=O)C1=C(C)N(C)C(=O)NC1c1c(C)nn(-c2ccccc2)c1C (configuration not stated)
→ 99	95	100	16	-9	94	99	0	-27	97	0
> CC(=O)Nc1ccc(NC(=O)c2cccc(C(=O)OC(C)C)n2)cc1
→ 100	98	98	35	-8	100	98	17	5	96	0
> Cc1ccc(OCc2nnc(SCC(=O)NCc3ccccc3)n2C)cc1
→ 100	99	108	32	-4	96	100	.	-21	98	-7
> CN(Cc1ccc(O)cc1)C1CCCCC1
→ 102	104	99	9	-2	101	100	11	-40	95	-6
> Cc1cc2nccc(-c3ccncc3)n2n1
→ 93	95	92	7	13	92	94	15	-7	93	0
> Cc1ccc(S(=O)(=O)N2c3cc(C)ccc3OCC2C(C)(C)C)cc1 (configuration not stated)
→ 94	94	95	24	8	95	93	-55	-10	90	-4
> CCc1ccccc1NC(=O)NC1CC2CCC(C1)N2Cc1ccco1 (configuration not stated)
→ 101	99	100	9	-3	106	97	-19	-15	95	-4
> Cn1c(C(=O)c2ccccc2[N+](=O)[O-])nc2ccccc21
→ 93	93	95	19	-1	93	95	-32	-21	95	1
> CCCCN(C)C(=S)Nc1ccsc1C(=O)OC
→ 98	97	98	13	9	107	98	-7	-20	95	-3
> CN(CC(=O)Nc1cccc(S(=O)(=O)NC2=NCCCCC2)c1)Cc1ccc(C(C)(C)C)cc1
→ 94	94	92	9	-2	91	90	.	-26	92	0
> CN(C)CCNC(=O)C(=O)NCC1OCCN1S(=O)(=O)c1ccc([N+](=O)[O-])cc1 (configuration not stated)
→ 102	101	102	4	10	101	102	.	0	100	-2
> O=C(Nc1nc(-c2ccccc2)cs1)c1cccs1
→ 98	97	102	10	-3	98	96	-9	-9	99	-4
> CCC(C)NC(=O)CN(c1ccc(Cl)c(Cl)c1)S(C)(=O)=O (configuration not stated)
→ 98	99	100	3	2	104	99	-3	-13	96	-5
> CCOC(=O)c1c(NC(=O)c2ccn(CC)n2)sc2c1CCCC2
→ 101	100	100	10	14	102	100	-38	1	97	-3
> CN1CCC/C1=C/C=C1\SC(=S)NC1=O
→ 100	98	101	5	-58	101	101	-22	-37	99	-5
> COc1ccc(S(=O)(=O)n2nc(OC(=O)c3ccccc3)cc2N)cc1
→ 97	95	101	40	16	102	98	.	6	97	-6
> CC(C)Oc1ccc2c(c1)OC(c1ccccc1)(C(F)(F)F)NC2=O (configuration not stated)
→ 104	100	104	13	-4	101	99	-27	-4	101	-8
> CCN(CC)CC(C)OC(=O)c1cc(OC)c(OC)c(OC)c1 (configuration not stated)
→ 105	103	107	35	4	98	107	6	51*	102	-1
> COc1cc(OC)cc(C(=O)N2CCN=C2SCc2cccnc2)c1
→ 99	101	105	10	0	100	101	.	3	98	1
> Cc1cccc(N2Cc3ccccc3C2=NC(=O)c2ccc(Cl)nc2)c1
→ 100	97	100	3	15	101	96	19	-35	98	-1
> O=C(COC(=O)c1ccccc1O)Nc1cccnc1Cl
→ 101	100	102	15	20	94	101	4	-23	101	-4
> CCC(C)(C)n1nnnc1C(c1ccncc1)N1CCC(C)CC1 (configuration not stated)
→ 96	97	98	6	15	96	99	.	-9	92	-3
> CSC1=NCCN1C(=O)c1c(F)cccc1F
→ 97	101	96	26	4	100	97	.	2	98	2
> COc1cc2cc(C(c3nnnn3C3CCCC3)N3CCCCCC3)c(=O)[nH]c2cc1OC (configuration not stated)
→ 104	105	108	16	8	105	106	.	-15	100	3
> COc1ccc(-c2csc(N3C(=N)SCC3=O)n2)cc1
→ 98	98	100	19	-14	96	99	.	-1	97	1
> O=C(CSc1nnnn1-c1ccccc1)NC(=O)NCc1ccco1
→ 102	102	107	6	36	100	102	-1	-15	101	1
> COc1cccc(/C=N/NC(=O)C(=O)N2CCCC2)c1O
→ 101	99	96	10	-20	98	98	.	-102	96	0
> O=C(/C=C/c1ccc(Cl)cc1)NCc1ccco1
→ 100	101	103	12	-17	100	102	30	-25	101	-5

(further entries)
Below each SMILES – HRas wt GTP	Rab2A wt mod	Rac1 wt modul	Avidin bead fluor	Mcl1 Noxa PPI	Rab7 wt modul	Cdc42 wt	Pf gamet viab	Mcl1 Bid PPI	Rac1 mut GTP	Bim-Mcl-1
> CCOc1ccc(C(=O)O/N=C(\N)c2ccc([N+](=O)[O-])cc2)cc1OCC
→ 101	100	104	11	-1	102	103	-11	3	100	-8
> Cc1ccc2c(c1)C1CN(C)CCC1N2C(=O)c1ccccc1NS(=O)(=O)c1cccc(C(F)(F)F)c1 (configuration not stated)
→ 101	101	102	10	17	100	103	-13	8	99	-24
> COC(=O)c1nc2n(n1)C(c1ccccc1OC)C1=C(CCCC1=O)N2 (configuration not stated)
→ 97	99	100	5	27	98	99	.	37	97	1
> Cc1ccc(-c2ccc(=O)n(CC(=O)NCc3ccco3)n2)cc1
→ 101	101	101	39	6	101	102	-39	-36	100	-2
> Cc1cc(NS(=O)(=O)c2ccc(NC(=O)c3cccc(OC(F)F)c3)cc2)nc(C)n1
→ 95	98	93	10	-3	98	95	11	-2	92	0
> O=C1CC(N2CCN(c3ccc(F)cc3)CC2)C(=O)N1c1ccccc1 (configuration not stated)
→ 96	96	99	9	17	96	98	9	-24	93	3
